Cdc42 wt: modulators (inhibitors or activators) of GTP binding to human Cdc42 wildtype; P60953; GST-Cdc42 beads, Bodipy-GTP binding, flow cytometry; actives lie on both sides; percent activity (GTP binding), % at 10 µM; actives 0.2% (n = 190,000); AID 761;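 active = percent activity GTP binding at least 20 points away from the 100% baseline, either down as inhibitor or up as activator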;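 also: median bead fluorescence of bound Bodipy-FL-GTP at 100 nM; 0% = excess unlabeled GTP control and 100% = no compound control; below 100% means less GTP binding so inhibitor and above means activator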
Rab7 wt GTP bind: alters GTP binding to wildtype dog Rab7. GST-Rab7 beads, fluorescent GTP binding, flow cytometry; actives lie on both sides; untreated = 100%, excess cold GTP = 0%. GTP binding activity (percent of control), % at 10 µM. actives 0.055% (n = 190,000). AID 758;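 active = fluorescent GTP binding to Rab7 beads changed by at least 20 points from the 100% baseline, either direction, mostly lower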;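 also: median green fluorescence of bound Bodipy-FL-GTP per Rab7 bead population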
ABCB1 inh: human ABCB1 inhibition, ABCG2 as counter-screen; P08183; CCRF-Adr cells, JC-1 efflux, flow cytometry; inhibition, % at 6.6 µM; actives 0.067% (n = 190,000); AID 1326; in the data active = inhibition above about 40%;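 also: 0% = vehicle and 100% = reference inhibitor; higher value means more JC-1 retained so stronger ABCB1 efflux block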
Target sequence (P08183 whole entry, looked up): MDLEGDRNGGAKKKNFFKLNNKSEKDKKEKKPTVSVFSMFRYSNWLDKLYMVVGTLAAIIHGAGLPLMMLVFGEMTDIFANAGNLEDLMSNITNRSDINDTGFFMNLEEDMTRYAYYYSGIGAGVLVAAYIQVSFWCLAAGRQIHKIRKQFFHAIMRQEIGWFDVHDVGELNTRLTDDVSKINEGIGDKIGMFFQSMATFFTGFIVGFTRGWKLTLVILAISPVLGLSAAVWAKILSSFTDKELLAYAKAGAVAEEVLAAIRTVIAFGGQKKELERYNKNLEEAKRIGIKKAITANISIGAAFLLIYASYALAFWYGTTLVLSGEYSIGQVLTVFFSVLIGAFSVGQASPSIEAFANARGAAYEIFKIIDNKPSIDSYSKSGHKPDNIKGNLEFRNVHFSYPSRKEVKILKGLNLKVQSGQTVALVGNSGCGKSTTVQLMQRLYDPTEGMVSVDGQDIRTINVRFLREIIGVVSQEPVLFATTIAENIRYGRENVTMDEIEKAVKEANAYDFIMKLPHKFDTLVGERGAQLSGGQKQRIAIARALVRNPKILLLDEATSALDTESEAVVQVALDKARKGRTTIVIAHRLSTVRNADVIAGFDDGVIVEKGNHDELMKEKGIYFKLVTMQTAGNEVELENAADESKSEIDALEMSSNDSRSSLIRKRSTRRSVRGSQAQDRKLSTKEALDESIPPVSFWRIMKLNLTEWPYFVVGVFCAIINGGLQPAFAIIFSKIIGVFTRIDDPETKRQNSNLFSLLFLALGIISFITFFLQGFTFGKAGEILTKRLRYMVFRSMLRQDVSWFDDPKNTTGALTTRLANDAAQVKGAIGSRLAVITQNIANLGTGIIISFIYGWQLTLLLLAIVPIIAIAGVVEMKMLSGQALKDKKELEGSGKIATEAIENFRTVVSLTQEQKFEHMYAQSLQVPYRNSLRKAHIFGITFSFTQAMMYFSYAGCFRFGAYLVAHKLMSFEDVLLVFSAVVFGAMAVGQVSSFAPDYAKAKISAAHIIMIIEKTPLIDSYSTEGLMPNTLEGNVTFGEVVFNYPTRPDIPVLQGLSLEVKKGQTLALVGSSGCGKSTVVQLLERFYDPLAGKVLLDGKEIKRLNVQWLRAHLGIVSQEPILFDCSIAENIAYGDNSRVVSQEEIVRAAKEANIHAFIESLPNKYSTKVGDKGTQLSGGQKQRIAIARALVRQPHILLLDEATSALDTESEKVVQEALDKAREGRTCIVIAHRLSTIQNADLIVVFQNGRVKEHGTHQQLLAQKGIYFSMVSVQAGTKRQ
HRas wt GTP: changes GTP binding to wildtype human HRas | P01112 | GST-Ras wt beads, Bodipy-FL-GTP binding, flow cytometry; actives lie on both sides | GTP binding activity, % at 10 µM | actives 0.14% (n = 190,000) | AID 759;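 active = GTP binding activity at least 20% away from the 100% baseline, either lowered as inhibitor or raised as activator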;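 also: 0% = unlabeled GTP competition control and 100% = no-compound control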
Rac1 wt modul: modulators of human Rac1 wildtype GTP binding. P63000. GST-Rac1 beads, fluorescent GTP binding, flow cytometry; actives lie on both sides; 0 = cold GTP competed, 100 = untreated. GTP binding activity (% of control), % at 10 µM. actives 0.27% (n = 190,000);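 active = GTP binding activity at least 20 points away from the 100% control level, either lower or higher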
Rab2A wt mod: changes GTP binding to wildtype dog Rab2A, up or down. actives 0.19% (n = 190,000). GTP binding activity, % at 10 µM. GST-Rab2 wt beads, Bodipy-GTP binding, flow cytometry. P61105. AID 760;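 active = GTP binding activity at least 20 points away from 100%, either lowered or raised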;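 also: 0% = beads with excess unlabeled GTP and 100% = no-compound control corrected for plate trend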
Pf gamet viab: kills late stage P. falciparum gametocytes; P. falciparum stage V gametocytes, ATP luminescence, 24 h; inhibition, % at 10.9 µM; actives 0.065% (n = 150,000); AID 743093;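 active = inhibition above the mean plus 3 SD of compounds within the control limits, set per campaign, cut at about 38% in these data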;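 also: 0% = DMSO wells and 100% = medium only without gametocytes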
GSH fluor: compound fluoresces at 488/530 nm on GSH beads; GSH beads flow cytometry, compound fluorescence 488/530 nm; active compounds read high; actives 0.25% (n = 190,000); fluorescence (KMESF) at 10 µM; AID 1776; in the data active = fluorescence above about 89;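 also: glutathione beads carrying GST-tagged Bcl family fusion proteins plus one bare bead set; values are compound well signal with DMSO vehicle wells as background; inactives centre near 16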
ABCG2 block: inhibitors of human ABCG2 transporter, ABCB1 counter-screen; actives 0.1% (n = 190,000); inhibition, % at 6.6 µM; IgMXP3 cells, JC-1 efflux, flow cytometry; Q9UNQ0;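 active = inhibition above 80%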;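 also: 0% = DMSO and 100% = nicardipine control wells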
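Measure – % inhibition of efflux relative to nicardipine and DMSO · Test system – ABCG2 IgMXP3 and barcoded ABCB1 CCRF-Adr cell mix · Control set – nicardipine as high control, DMSO as low control · Compound – one concentration, 6.6 µM final · Signal – flow cytometry of retained JC-1 fluorescence · Timing – 10 min exposure at 25 °C with rotation, no wash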
Rac1 act GTP bind: human Rac1 activated mutant GTP binding change; P63000; GST-Rac1 activated beads, fluorescent GTP binding, flow cytometry; actives lie on both sides; 100% means binding = to untreated wells; percent activity (GTP binding), % at 10 µM; actives 0.11% (n = 190,000); AID 764;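 active = GTP binding at least 20 percentage points away from the 100% baseline, in either direction, so actives lie on both sides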
Avidin bead fluor: compound fluoresces at 488/530 nm on avidin beads | compound fluorescence 488/530 nm, flow cytometry; active compounds read high | fluorescence (KMESF) at 10 µM | actives 0.38% (n = 220,000) | AID 1775; in the data active = fluorescence above about 47; also: inactives centre near 10
Active calls of the source: *; · = not tested or not shown.

SMILES	Cdc42 wt	Rab7 wt GTP bind	ABCB1 inh	HRas wt GTP	Rac1 wt modul	Rab2A wt mod	Pf gamet viab	GSH fluor	ABCG2 block	Rac1 act GTP bind	Avidin bead fluor
Cc1ccc(-c2nc(C)sc2CC(=O)Nc2cccc(C)c2C)cc1	101	99	3.1	99	100	98	8	19	15	99	6
COc1ccc(OC)c(N(CC(=O)Nc2cccnc2)S(=O)(=O)c2ccc(OC)c(OC)c2)c1	98	95	3.6	97	98	97	4	31	5	98	7
CC(=O)Nc1ccccc1NC(=O)c1cccc2ccccc12	103	105	0.2	102	104	97	2	5	0	100	1
COc1ccc(CN(Cc2cc3cccc(C)c3[nH]c2=O)C(=O)N(C)C)cc1	105	98	0.8	105	99	103	·	14	2	100	12
Cc1ccc(NC(=O)/C(=C\c2ccccc2)NC(=O)/C=C/c2ccccc2)cc1	101	98	-1.1	98	103	101	-26	32	27	102	13
Cc1cc(NC(=O)C23CC4CC(C2)CC(n2cnc([N+](=O)[O-])n2)(C4)C3)no1	97	102	1.1	100	99	98	11	25	9	95	11
CCOC(=O)c1cc(C(=O)OCC)cc(-n2c(C)cc(C(=O)CN3CCOCC3)c2C)c1	96	97	-3.8	98	101	96	·	31	-4	96	6
Cc1ccc(Cl)cc1N1CCN(C(=S)NCc2ccco2)CC1	97	97	0.7	96	97	95	15	9	12	95	11
O=C(Cc1ccccc1)N/N=C\c1ccc(Br)o1	105	102	0.0	102	106	101	·	23	21	99	15
O=C(c1ccc(S(=O)(=O)N2CCCCC2)cc1)N1CCCc2ccccc21	101	99	1.4	99	101	98	·	31	4	98	5
CCN(CC)S(=O)(=O)c1cc(C(=O)N(C)CC(=O)Nc2ccc(Cl)cc2)ccc1Cl	97	98	0.6	99	104	98	-8	17	1	101	4
O=C(CSc1nnnn1C1CCCCC1)N1c2ccccc2Sc2ccccc21	97	97	-2.7	98	101	98	9	27	-5	96	6
O=C(Oc1ccccc1)c1ccc(NC(=O)c2ccco2)cc1	102	106	·	105	103	107	6	11	35	101	5
CCN(CC)C(=O)c1[nH]cnc1C(=O)N[C@@H](C)C(=O)OC(C)(C)C	96	94	0.0	95	98	96	1	18	0	98	9
Cc1ccc(NCCc2ccc(C)nc2)cc1	107	103	1.0	103	106	103	·	13	7	102	12
Cc1cc(C)nc(-n2nc(C)cc2NC(=O)CN2CCCC2)n1	95	93	1.1	97	100	95	11	14	7	98	9
O=C(c1noc2c1CCCC2)N1CCN(Cc2ccccc2)CC1	104	96	0.3	103	103	103	·	23	0	100	14
CCCCn1c(-c2nonc2N)nc2ccccc21	102	102	-0.6	104	106	99	·	35	27	98	14
Cc1ccc(/C=C/S(=O)(=O)N2CCC(C(=O)O)CC2)cc1	102	97	0.4	101	108	101	5	16	1	99	8
Cc1ccc(C(=O)N(c2c(C)n(C)n(-c3ccccc3)c2=O)C(C)C)cc1	97	95	0.8	97	92	94	·	35	3	95	10
Nc1nnc(SCC(=O)N2CCc3ccccc32)n1-c1ccccc1	96	94	-0.1	95	97	95	-1	17	0	96	24
O=C(COC(=O)Cc1c(Cl)cccc1Cl)Nc1ccc(OC(F)(F)F)cc1	102	100	0.3	100	103	100	·	9	12	101	11
O=C(CN(Cc1cccs1)C(=O)CCC(=O)Nc1ccccn1)NCc1ccccc1	95	104	0.1	98	96	98	3	13	0	94	11
CCn1c2ccccc2c2nnc(NN)nc21	102	101	0.7	99	102	98	·	3	2	101	12
Cc1ccn2cc(C(=O)Nc3nnc(C)s3)nc2c1	102	102	0.1	103	101	102	·	27	5	99	19
Cc1ccc(C2CC(C(F)(F)F)n3ncc(C(N)=O)c3N2)cc1 (stereo not given)	102	96	0.4	104	99	103	·	20	2	99	14
CCCCCc1nnc(NC(=O)c2ccc(=O)n(C)n2)s1	97	99	0.4	94	101	96	16	16	8	92	12
COc1ccccc1-c1nnc2n1N=C(c1ccc(O)c(O)c1)CS2	99	96	-0.4	96	98	98	·	9	-1	98	4
C=CCONC(=O)c1cc(OCC(F)(F)F)ccc1OCC(F)(F)F	99	102	0.5	101	103	101	1	53	5	99	25
O=C(C[n+]1ccccc1)N/N=C/c1ccc(F)cc1	96	102	0.3	96	100	98	10	21	1	95	9
NC1=NC(=O)/C(=C\c2cc([N+](=O)[O-])ccc2Cl)S1	93	92	0.7	95	93	95	6	11	5	92	9
Cc1cccc(NC(=O)CN2C(=O)S/C(=C\c3ccccn3)C2=O)c1	94	103	-0.3	96	93	96	·	8	-2	93	7
CCSc1nc(=S)n(-c2ccccc2)c(C)c1C(C)=O	100	97	0.1	98	102	98	·	8	1	100	13
COC(=O)c1cccc(COC(=O)c2ccc(N(C)C)cc2)c1	90	90	0.2	94	98	95	·	19	43	93	7
Cc1nc(CNS(=O)(=O)c2cc(C)c(C)cc2C)cs1	100	97	0.6	100	100	99	·	24	3	99	14
Cc1cccc(C)c1-n1c(C)cc(/C=N/NC(N)=S)c1C	98	97	0.5	100	100	99	·	12	3	98	10
O=c1c2ccccc2ncn1-c1cccc(Cl)c1	100	99	-0.1	97	99	98	-9	16	0	92	22
Cc1ccccc1-n1nc(C)c2c1N=C1C(Cl)=CC(Cl)=CN1C2c1ccc(C(=O)O)cc1 (stereo not given)	97	97	0.0	95	97	93	-3	12	-2	96	4
O=C(COc1ccccc1)Nc1ccc2[nH]c(=O)[nH]c2c1	92	106	0.5	98	96	98	4	14	3	97	15
Cc1ccc(-c2noc(-c3cc4ccccc4oc3=O)n2)cc1	99	97	0.4	99	102	98	·	35	15	95	11
CCOC(=O)N1CCN(c2c(NCC3CCCO3)c(=O)c2=O)CC1 (stereo not given)	99	101	-1.8	101	103	100	·	21	-3	99	7
COc1ccc(-c2nnc(N(C)C(=O)c3ccno3)s2)cc1	101	102	-0.6	100	101	99	·	23	0	98	12
O=C(N/N=C\C=C\c1ccc2c(c1)OCO2)C1COc2cc3ccccc3cc2O1 (stereo not given)	100	105	-0.2	102	99	101	-27	11	-1	96	16
CCc1nn(CC(=O)NCCCN(CC)c2cccc(C)c2)c(=O)c2cc3occc3n12	96	106	1.1	102	101	98	·	14	2	96	22
COc1ccc(S(=O)(=O)Nc2cc(C(=O)NC(C)C)ccc2N2CCOCC2)cc1	96	93	0.6	95	90	92	·	30	1	90	14
CCc1cccc2c(N=O)c(O)[nH]c12	101	97	1.6	101	100	100	-63	18	16	100	14
Cc1cc(C(=O)OCC(=O)c2ccc(Br)s2)c(C)o1	106	105	0.6	105	109	101	·	269*	5	103	7
Cc1ccc(NC(=O)CN2C(=O)C3CCCCN3C(=O)c3ccccc32)cc1 (stereo not given)	105	99	0.9	101	101	100	·	12	2	98	10
C=CCOC(=O)c1[nH]c2c(c1C)C(=O)CC(c1cc(OC)c(OC)c(OC)c1)C2 (stereo not given)	103	99	-2.5	103	108	101	·	18	-3	102	9
COc1ccc(C(=O)N/N=C(\C)Cn2nc([N+](=O)[O-])cc2C)cc1	99	96	0.0	98	101	99	-7	24	0	99	32
O=C(NCc1ccco1)C(=S)N1CCCCC1	97	97	0.3	97	98	94	27	16	2	97	9
c1ccc2nc(-c3nccs3)ccc2c1	92	104	1.1	96	94	96	5	15	23	93	13
O=C(CCNC(=O)c1ccccc1Cl)Nc1nc(-c2ccc(F)cc2)cs1	101	99	0.1	97	100	97	0	13	0	99	13
O=C(O)CCCNc1ccc(S(=O)(=O)Nc2ccccc2C(=O)O)cc1C(=O)O	102	101	0.8	99	103	99	·	32	7	99	15
CC(=O)C1C(c2ccc(Cl)cc2)NC(=O)NC1(O)C(F)(F)F (stereo not given)	101	98	0.0	100	99	100	·	25	1	97	7
CCOC(=O)N1CCN(C(=O)c2ccccc2NC(=O)COc2ccccc2C)CC1	106	100	0.9	101	104	102	·	19	2	103	4
CCCNC(=O)C1CCN(S(=O)(=O)c2ccc3nc4c(c(C(=O)O)c3c2)CCCCC4)CC1	106	104	0.4	102	109	104	·	14	1	102	7
Cc1cc(C)cc(N(CC(=O)N2CCc3ccccc32)S(=O)(=O)c2c(C)noc2C)c1	95	96	1.0	95	96	96	·	17	3	95	7
COc1ccc(Cc2nnc(NC(=O)c3ccc(Cl)c([N+](=O)[O-])c3)s2)cc1	101	100	0.2	101	103	97	3	9	1	98	10
COC(=O)c1cccc(S(=O)(=O)N(Cc2ccco2)Cc2cc3ccc(OC)cc3[nH]c2=O)c1	97	94	0.1	94	95	94	-7	13	0	94	42
(list continues)
SMILES	Cdc42 wt	Rab7 wt GTP bind	ABCB1 inh	HRas wt GTP	Rac1 wt modul	Rab2A wt mod	Pf gamet viab	GSH fluor	ABCG2 block	Rac1 act GTP bind	Avidin bead fluor
CCc1cc2c(NCC(=O)O)ncnc2s1	104	101	-0.5	104	107	100	-9	44	0	100	9
Cc1cc(N/C=C2\CCCCC2=O)no1	96	97	0.1	98	95	97	-3	20	1	97	28
Cn1c(-c2c(N)n(CCCc3ccccc3)c3nc4ccccc4nc23)nc2ccccc21	100	99	1.4	98	103	98	·	13	6	98	10
CCCC(=O)n1nc(-c2cccnc2)nc1N	103	101	0.8	102	101	99	-14	26	4	100	5
COC(=O)c1[nH]c2ccccc2c1NC(=O)c1ccccc1[N+](=O)[O-]	102	101	0.8	101	105	101	19	5	5	100	17
CCOc1ccc(NC(=O)c2c3c(nc4ccccc24)CCC3)cc1	96	105	1.0	99	103	99	5	14	5	99	10
COc1ccccc1/C=C/CN1CC(C)OC(C)C1 (stereo not given)	108	112	0.5	108	107	108	18	24	2	102	16
Cc1cc(C)n(Cc2ccc(C(=O)O)cc2)n1	107	99	0.2	104	111	103	-3	13	1	104	14
Cc1cc2cc(CCNS(C)(=O)=O)c(=O)[nH]c2cc1C	98	98	0.1	99	100	97	13	24	0	97	24
CP(=O)(COC(=O)c1ccccc1)COC(=O)c1ccccc1	106	100	0.0	103	105	102	16	6	0	102	6
COCCNc1nc(N)c([N+](=O)[O-])c(NCCO)n1	98	97	-0.7	98	103	97	23	9	15	99	15
CCOC(=O)N1CCN(C(=O)Cn2ccc3c(OC)cccc3c2=O)CC1	94	102	0.8	95	97	95	·	18	0	95	7
CCOc1ccccc1C(=O)N(CN1CCCC1=O)c1ccc(C)c(Cl)c1	101	96	1.2	99	99	101	-10	23	3	97	14

No enrichment for hits, and some 1.1% of all compounds hit somewhere here.
